Insulin prom up: MIN6 insulin promoter up-regulation. MIN6 insulin promoter-GFP reporter, high-content imaging; stronger effect = higher value. 0.3% of 190,000 active. z-score at 5 µM;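 active means z-score above 3 at 5 µM with at least 500 cells counted in the well; inconclusive means wells under 500 cells, flagged as cytotoxic or low count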
ER stress rescue: protection against thapsigargin-triggered cell killing – 384-well, CSM14.1, ATP luminescence, primary screen (AID 1222). CSM14.1 thapsigargin-induced death rescue, ATP luminescence; higher % means a stronger effect. one-dose cellular ATP content (survival), % at 20 µM; EC50 in µM for titrated hits. 190,000 tested, under 10 active;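 active means EC50 below 50 µM in the dose-response confirmation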;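 further: death triggered by thapsigargin at about 15 µM added after 2 h compound pretreatment; cell ATP read after overnight thapsigargin exposure of roughly 18 to 22 hours; normalized against plate controls of thapsigargin alone and 5% DMSO vehicle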
PhoP inhibition: PhoP-dependent GFP reporter repression – Salmonella Typhimurium, primary screen (AID 1863) | S. Typhimurium PhoP-regulated promoter GFP reporter, 4 h; higher % means a stronger effect | one-dose inhibition, % at 50 µM; IC50 in µM for titrated hits | 0.16% of 300,000 active;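 active means inhibition over 29.93%, a cutoff 3 SD above the screen mean, later confirmed by dose response; inconclusive means inhibition over 29.93% but no dose response follow-up; inactive means inhibition at most 29.93% or unconfirmed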;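 further: 0% = low Mg2+ inducing control and 100% = high Mg2+ repressing control; strong numbers were not always called active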
Large T inhibition: SV40 large T antigen inhibitors, biochemical (AID 1903); SV40 large T antigen ATPase/helicase inhibition assay; higher % means a stronger effect; one-dose inhibition, % at 20 µM; IC50 in µM for titrated hits; 0.39% of 310,000 active; in the data active means a potency from the dose series; inconclusive means inhibition mostly from about 32% at the one dose, without a potency; inactive means the rest, 99 in 100 with inhibition below about 32%; further: strong numbers were not always called active
PMI inhibitors: inhibitors of human PMI, primary screen, biochemical, fluorescence intensity, coupled assay (AID 1209); purified PMI enzyme, coupled fluorescence intensity; higher % means a stronger effect; inhibition, % at 20 µM; hits with a dose series show IC50 in µM; 0.42% of 190,000 active;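 further: plate controls were DMSO vehicle for no effect and wells lacking substrate for full effect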
RSV antiviral HEp-2: RSV antiviral activity via CPE protection, HEp-2 cells, primary 10 µM value included (AID 2391) | 0.13% of 310,000 active | HEp-2 cells, RSV-induced CPE inhibition; higher % means a stronger effect | one-dose CPE inhibition, % at 10 µM; IC50 in µM for titrated hits; in the data active means a potency from the dose series; inconclusive means CPE inhibition mostly from about 23% at the one dose, without a potency; inactive means the rest, 99 in 100 with CPE inhibition below about 21%; further: strong numbers were not always called active
PMI inhibition: MPI inhibition at elevated mannose 6-phosphate – biochemical, fluorescence intensity, high mannose 6-phosphate, primary screen (AID 1220); recombinant PMI enzyme, coupled fluorescence intensity; higher % means a stronger effect; inhibition, % at 20 µM; hits with a dose series show IC50 in µM; 0.66% of 190,000 active
West Nile antiviral: inhibition of WNV-induced cytopathic effect – cell-based, CPE readout (AID 1621); 0.02% of 290,000 active; CPE inhibition, % at 10 µM; hits with a dose series show IC50 in µM; West Nile virus-infected cells, CPE inhibition; higher % means a stronger effect; in the data active means a potency from the dose series; inconclusive means CPE inhibition mostly from about 3.7% at the one dose, without a potency; inactive means the rest, 99 in 100 with CPE inhibition below about 2.2%; further: strong numbers were not always called active
TNAP activators: stimulation of alkaline phosphatase TNAP activity – biochemical, luminescent, no phosphate acceptor, uHTS, primary screen (AID 1001). purified TNAP, luminescent activation assay, no phosphate acceptor; higher activation fold means a stronger effect. activation fold at 20 µM, or EC50 in µM where a hit was titrated. 0.03% of 200,000 active; in the data active means activation fold from about 3, or a potency from the dose series; inactive means the rest, 99 in 100 with activation fold below about 1.6; further: many of its hits are not listed in these tables
Insulin prom up cell count: recorded beside Insulin prom up, whose call it bears; cell count; measured here: cytotoxicity, nuclei count;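 total cells summed across four imaged fields per well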
* hit, by the source's call; ? = inconclusive; . = not tested or not shown. Unless noted, no stated cut-off is given here; in the data, active means inhibition above about 50%; inactive means the rest.

Letter code – A = Insulin prom up; B = Insulin prom up cell count; C = ER stress rescue; D = PhoP inhibition; E = Large T inhibition; F = PMI inhibitors; G = RSV antiviral HEp-2; H = PMI inhibition; I = West Nile antiviral; J = TNAP activators
O=C1CCCc2[nH]nc(-c3cccnc3)c21
  A: .	B: .	C: -3.3%	D: -2%	E: 12%	F: 1%	G: 0.0%	H: -7%	I: 0.2%	J: 0.7
Cc1ccc(NC(=O)CO/N=C(\N)c2nonc2N)cc1
  A: -0.13	B: 1854	C: -2.0%	D: 36%	E: 11%	F: 12%	G: 1.0%	H: 10%	I: -0.5%	J: 1.2
O=C(COC(=O)C1CCN(S(=O)(=O)c2cccc3cccnc23)CC1)c1ccc([N+](=O)[O-])cc1
  A: 0.8	B: 2058	C: -1.9%	D: -3%	E: 17%	F: 8%	G: 1.3%	H: 11%	I: 0.1%	J: 1.1
CCCCN(CCCC)C(=S)NC(=O)c1ccccc1Cl
  A: -0.75	B: 1005	C: -0.2%	D: 0%	E: 9%	F: 9%	G: -0.4%	H: 8%	I: -1.0%	J: 1
COc1cc(CC(=O)Nc2cccc(SC)c2)cc(OC)c1OC
  A: -1.4	B: 1064	C: 2.0%	D: -7%	E: 18%	F: -3%	G: -1.9%	H: -6%	I: -1.3%	J: 1.1
CC(C)N1CCc2c(sc(NC(=O)c3ccc(S(=O)(=O)N4CCCCC4C)cc3)c2C(N)=O)C1 (stereo not given)
  A: .	B: .	C: .	D: -4%	E: 9%	F: .	G: 0.7%	H: .	I: -1.3%	J: .
COc1ccc(CCNC(=O)c2ccc3c(c2)N(Cc2ccc(C)cc2)CCS3)cc1OC
  A: .	B: .	C: .	D: 4%	E: 7%	F: .	G: 43%	H: .	I: 0.4%	J: .
Cc1ccc(NC(=O)COC(=O)C2CCC(=O)N2)c([N+](=O)[O-])c1 (stereo not given)
  A: .	B: .	C: 16%	D: -7%	E: 3%	F: 5%	G: 2.7%	H: 8%	I: 0.3%	J: 1.1
COc1ccc(S(=O)(=O)NC2CCCC2)c(OC)c1
  A: .	B: .	C: .	D: 1%	E: -3%	F: .	G: 2.3%	H: .	I: 1.0%	J: .
Cc1ccc(C(=O)Nc2ncc(Cc3ccccc3)s2)o1
  A: -0.19	B: 1409	C: -2.3%	D: -1%	E: 4%	F: 6%	G: -1.9%	H: 6%	I: -0.3%	J: 1.1

Nothing new here: an excerpt of the list.
Letter code – A = Insulin prom up; B = Insulin prom up cell count; C = ER stress rescue; D = PhoP inhibition; E = Large T inhibition; F = PMI inhibitors; G = RSV antiviral HEp-2; H = PMI inhibition; I = West Nile antiviral; J = TNAP activators
CCCCN(CCCC)C(=S)NC(=O)c1ccccc1Cl
  A: -0.75	B: 1005	C: -0.2%	D: 0%	E: 9%	F: 9%	G: -0.4%	H: 8%	I: -1.0%	J: 1
COc1cc(CC(=O)Nc2cccc(SC)c2)cc(OC)c1OC
  A: -1.4	B: 1064	C: 2.0%	D: -7%	E: 18%	F: -3%	G: -1.9%	H: -6%	I: -1.3%	J: 1.1
CC(C)N1CCc2c(sc(NC(=O)c3ccc(S(=O)(=O)N4CCCCC4C)cc3)c2C(N)=O)C1 (stereo not given)
  A: .	B: .	C: .	D: -4%	E: 9%	F: .	G: 0.7%	H: .	I: -1.3%	J: .
COc1ccc(CCNC(=O)c2ccc3c(c2)N(Cc2ccc(C)cc2)CCS3)cc1OC
  A: .	B: .	C: .	D: 4%	E: 7%	F: .	G: 43%	H: .	I: 0.4%	J: .

The listing continues.
Letter code – A = Insulin prom up; B = Insulin prom up cell count; C = ER stress rescue; D = PhoP inhibition; E = Large T inhibition; F = PMI inhibitors; G = RSV antiviral HEp-2; H = PMI inhibition; I = West Nile antiviral; J = TNAP activators
O=C(CN1C(=O)NC2(CCCCC2)C1=O)Nc1cccc(S(=O)(=O)N2CCOCC2)c1
  A: -0.45	B: 1077	C: .	D: -6%	E: -1%	F: .	G: 0.1%	H: .	I: -0.2%	J: .
COc1cc(NC(=O)CCc2nnc3ccc(NCc4ccco4)nn23)cc(OC)c1
  A: .	B: .	C: .	D: -7%	E: 0%	F: .	G: 3.5%	H: .	I: 0.2%	J: .
CCSc1oc(-c2ccco2)nc1S(=O)(=O)c1ccc(C)cc1
  A: .	B: .	C: .	D: 1%	E: 6%	F: .	G: 3.0%	H: .	I: -1.0%	J: .
CC(C)CC(NC(=O)C(CC(C)C)NC(=O)C(Cc1ccc(OCc2ccccc2)cc1)NC(=O)OC(C)(C)C)C(N)=O (stereo not given)
  A: .	B: .	C: 5.5%	D: -8%	E: -3%	F: 5%	G: 1.0%	H: -3%	I: -0.1%	J: 1.3
O=C(Nc1ccc(Oc2cccnc2)cc1)c1ccccc1F
  A: -0.79	B: 1588	C: 2.1%	D: -5%	E: 12%	F: 5%	G: 18%	H: -4%	I: -1.0%	J: 1
CC1CCCN(S(=O)(=O)c2ccc(S(=O)(=O)NC(C)c3cccs3)cc2)C1 (stereo not given)
  A: .	B: .	C: -0.8%	D: -6%	E: -1%	F: 4%	G: 16%	H: -2%	I: -1.3%	J: 1
COCCNS(=O)(=O)c1ccc(F)c(OC)c1
  A: -0.25	B: 990	C: -1.4%	D: -10%	E: 3%	F: 2%	G: -1.3%	H: 0%	I: 0.1%	J: 1.1
COc1ccc(C(=O)NC(=S)Nc2ccc3oc(=O)ccc3c2)cc1OC
  A: -0.15	B: 1408	C: 4.4%	D: 9%	E: -4%	F: 0%	G: 1.5%	H: 12%	I: -0.3%	J: 1.1
O=C(CC1SC(=O)N(c2ccccc2)C1=O)Nc1ccc(Br)cc1 (stereo not given)
  A: .	B: .	C: .	D: -5%	E: 14%	F: .	G: 0.6%	H: .	I: -0.6%	J: .
COC(=O)c1ccc(COc2ncnc3c(Cl)cc(Cl)cc23)o1
  A: 0.12	B: 870	C: 0.5%	D: -6%	E: 9%	F: 0%	G: 3.8%	H: 9%	I: -0.8%	J: 1
O=C(NCCc1ccccn1)c1nc(Cn2cc(Br)cn2)no1
  A: .	B: .	C: .	D: -4%	E: 7%	F: .	G: -0.7%	H: .	I: 0.2%	J: .
CN(C)CCN(C(=O)c1ccc(C(=O)c2ccccc2)cc1)c1nc2cc3c(cc2s1)OCCO3
  A: .	B: .	C: .	D: -7%	E: 2%	F: .	G: -0.2%	H: .	I: -0.1%	J: .
Cc1cccc(NC(=O)c2cn(-c3ccccc3)nc2-c2ccccc2)c1
  A: .	B: .	C: -0.8%	D: -12%	E: 6%	F: 21%	G: 1.7%	H: 6%	I: -0.4%	J: 1.2
CCN(CC)CCOC(=O)c1ccc(NC(=O)CCNC(=O)Cn2ccc3ccccc3c2=O)cc1
  A: -1.1	B: 1039	C: 1.4%	D: 8%	E: 16%	F: 18%	G: -0.1%	H: 9%	I: 0.1%	J: 1
CN(Cc1ccccc1)C(=O)C1CCCN(Cc2ccc(Cl)cc2)C1 (stereo not given)
  A: -0.2	B: 1630	C: -0.2%	D: 11%	E: 8%	F: 6%	G: -1.3%	H: -4%	I: -0.4%	J: 1.1
O=C(Cn1nc([N+](=O)[O-])nc1Br)NC1CCCCC1
  A: .	B: .	C: .	D: -4%	E: 6%	F: .	G: 1.8%	H: .	I: -0.4%	J: .
CCCCS(=O)(=O)NC1=NCN(Cc2ccco2)CN1
  A: 1.3	B: 1442	C: 1.1%	D: 0%	E: -5%	F: 10%	G: 0.1%	H: 5%	I: 0.0%	J: 1
COC(=O)C1(C(=O)OC)NOC2C(=O)N(c3ccc(Cl)cc3Cl)C(=O)C21 (stereo not given)
  A: 0.41	B: 1680	C: -3.3%	D: -10%	E: 4%	F: -2%	G: 0.0%	H: 6%	I: 0.4%	J: 1
O=C(CN1C(=O)COc2ccccc2C1=O)c1ccc2c(c1)OCCO2
  A: .	B: .	C: .	D: -4%	E: 9%	F: .	G: 1.9%	H: .	I: 0.3%	J: .
Cc1ccc2ncc(NC(=O)c3ccc(F)cc3)c(=O)n2c1
  A: 0.15	B: 717	C: 0.2%	D: 4%	E: 2%	F: 9%	G: 0.9%	H: 5%	I: 0.2%	J: 1.1
COc1cccc(C(=O)CC(C(=O)O)c2ccc(Cl)cc2)c1 (stereo not given)
  A: .	B: .	C: .	D: 5%	E: 5%	F: .	G: 0.6%	H: .	I: 0.1%	J: .
Cc1c(C#N)c(O)n(CCO)c(=O)c1N=Nc1ccc(S(N)(=O)=O)cc1
  A: .	B: .	C: 0.9%	D: 3%	E: -1%	F: -6%	G: 0.5%	H: 5%	I: 0.5%	J: 0.8
COc1ccc(C(=O)C2CC2c2ccc3c(c2)OCO3)cc1 (stereo not given)
  A: -0.11	B: 1267	C: -0.5%	D: -7%	E: 8%	F: 18%	G: 5.1%	H: 14%	I: -0.6%	J: 1.1
CCOc1ccc(Nc2nc(N)nc(CCl)n2)cc1
  A: -1.2	B: 548	C: .	D: -6%	E: 10%	F: .	G: 20%	H: .	I: -1.5%	J: .
CCOc1ccc(CCNC(=O)C(C)N2C(=O)CC(C)(C)Sc3ccccc32)cc1 (stereo not given)
  A: .	B: .	C: .	D: 0%	E: 7%	F: .	G: 1.4%	H: .	I: -1.3%	J: .
COc1ccccc1S(=O)(=O)Cc1ccc(C(=O)NC2CC2)o1
  A: .	B: .	C: .	D: 6%	E: 11%	F: .	G: 0.3%	H: .	I: 0.4%	J: .
O=C(Cc1ccc2c(c1)CCCC2)Nc1ccccc1Cl
  A: 1.3	B: 1234	C: -1.6%	D: 6%	E: 8%	F: 10%	G: 0.4%	H: 15%	I: -0.1%	J: 1.1
COC(=O)Nc1ccccc1C(=O)N1CCC(O)(c2ccc(Cl)cc2)CC1
  A: -0.29	B: 1375	C: 0.8%	D: 0%	E: 5%	F: 3%	G: 0.0%	H: 5%	I: 1.1%	J: 1.1
CC(C)NC(=O)c1cccc2c1-c1ccccc1C2=O
  A: .	B: .	C: .	D: -2%	E: 8%	F: .	G: 0.7%	H: .	I: -0.3%	J: .
c1ccc(-c2cn3cccnc3n2)cc1
  A: 0.3	B: 1333	C: -3.1%	D: 14%	E: 8%	F: 17%	G: 1.0%	H: 9%	I: -0.1%	J: 1.1
Cc1nc2ccc(Nc3nc4cc(S(=O)(=O)N5CCOCC5)ccc4o3)cc2s1
  A: 0.69	B: 924	C: 3.3%	D: -9%	E: 6%	F: 64%*	G: 2.5%	H: 62%*	I: 0.1%	J: 1.1
O=C(CSc1nc2ccccc2c(=O)n1Cc1ccco1)c1ccc(F)cc1
  A: -0.1	B: 980	C: -2.4%	D: -3%	E: 14%	F: -4%	G: 3.6%	H: -6%	I: 1.3%	J: 1.1
N=C1CCC(=N)c2c1c(O)c1ccccc1c2O
  A: 0.23	B: 1440	C: .	D: -19%	E: ?	F: .	G: -0.8%	H: .	I: -0.5%	J: .
Cc1nn(Cc2c(F)c(F)c(F)c(F)c2F)c(C)c1NC(=O)c1ccc(COc2ccc(F)cc2)o1
  A: 0.14	B: 1603	C: 0.8%	D: 4%	E: 4%	F: 16%	G: 9.1%	H: 15%	I: ?	J: 1
CC(=O)N1C(=O)c2cccc3cccc(c23)C(=O)N1C(C)=O
  A: -0.16	B: 1303	C: -1.8%	D: 12%	E: -1%	F: 10%	G: -1.5%	H: 8%	I: -0.2%	J: 1.2

Bioassay records from PubChem BioAssay.
